SRC3 TRFRET art: TR-FRET detection interference compounds, artefact control for PPARgamma SRC-3 recruitment agonists, biochemical, TR-FRET ratio. TR-FRET artefact counter-screen, PPARgamma/SRC-3 format; stronger effect = higher value. AID 1048, 2008. 99,000 tested, 0.39% active. TR-FRET ratio at 8 µM; in the data active means TR-FRET ratio above about 2000; further: inactives centre near 1600
SRC1 TRFRET art: TR-FRET detection interference compounds, primary screen, artefact control for PPARgamma SRC-1 recruitment agonists, biochemical, TR-FRET emission ratio; TR-FRET detection artefact counter-screen; stronger effect = higher value; TR-FRET ratio at 8 µM; 99,000 tested, 0.34% active; in the data active means TR-FRET ratio above about 2300; further: inactives centre near 1800
Active calls of the source: *. A portion of the library (hit frequency here may not be typical).

Values run as follows: SRC3 TRFRET art, SRC1 TRFRET art
COc1ccc(N2CCN(c3nc(Cl)nc(Nc4ccc(F)cc4)n3)CC2)cc1
 : 1687, 1643
CCCCN(CC)C(=S)Nc1ccc2nc3n(c(=O)c2c1)CCCCC3
 : 1591, 1706
COC(=O)CSC(=S)N1C(C)CCCC1C (stereo not drawn)
 : 1675, 1766
Cc1ccccc1OCC(=O)Nc1ccc2c(c1)C(=O)c1ccccc1C2=O
 : 1495, 1736
CCOc1ccc(-c2cc(CCCC(=O)NCc3ccco3)no2)cc1
 : 1412, 1699
COc1cc(NC(=O)c2cccs2)c(C(=O)OCC(=O)c2cc(C)n(-c3ccccc3)c2C)cc1OC
 : 1485, 1893
O=C(Cc1csc(NC(=O)c2ccccc2)n1)NO
 : 1549, 1746
O=C(COC(=O)Cc1ccccc1F)Nc1ccc2c(c1)OCO2
 : 1639, 1709
Cc1cccn2c(CNCCCOc3cccnc3)c(C(=O)N3CCOCC3)nc12
 : 1475, 1983
CC(C)CC(=O)CC1(O)C(=O)Nc2ccccc21 (stereo not drawn)
 : 1585, 1895
COc1cccc(CNC(=O)CCc2nnc(C3CCCCC3)o2)c1
 : 1435, 1407
CN(CC1CCOCC1)C(=O)CC1C(=O)NCCN1Cc1cccc(Oc2ccccc2)c1 (stereo not drawn)
 : 1450, 1467
COc1cc(-c2nc(CN(C)C(C)c3ccncn3)c(C)o2)ccc1F (stereo not drawn)
 : 1618, 1532
CC/C(=N\NC(C)=O)c1ccc(OC(F)F)cc1
 : 1604, 1771
O=C1CCC(c2ccccc2)=NN1
 : 1338, 1736
COc1ccc(N2CC(NC(=O)NC(C)(C)C)CC2=O)cc1 (stereo not drawn)
 : 1742, 1848
COc1ccc(/C=C2\S/C(=N/S(=O)(=O)c3cccs3)NC2=O)cc1
 : 1581, 1854
O=C(C[n+]1cn(C(F)F)c2ccccc21)c1ccc(OC(F)F)cc1
 : 1697, 1833
Cc1csc(N(C(=O)Cc2ccccc2F)c2ccccc2)n1
 : 1705, 1991
O=C(Cc1ccccc1[N+](=O)[O-])Nc1ccccc1C(=O)N1CCOCC1
 : 1638, 1679
CN(C)/C=C/C(=O)c1ccc(S(=O)(=O)c2ccccc2)cc1
 : 1683, 1672
CC(=O)c1ccc(Nc2cnn(C34CC5CC(CC(CC(=O)O)(C5)C3)C4)c(=O)c2Cl)cc1
 : 1568, 1723
CC(=O)c1cccc(NC(=O)C(Sc2ncnc3ccccc23)c2ccccc2)c1 (stereo not drawn)
 : 1557, 1798
CCCCC(=O)OCC(=O)Nc1ccc(C)c(F)c1
 : 1404, 1658
CCc1ccc(NC(=S)Nc2ccc3cn[nH]c3c2)cc1
 : 1533, 1806
COCCN(C(=O)CCc1ccc(OC)cc1)c1nnc(-c2ccncc2)s1
 : 1406, 1612
CC1CC(C)CN(S(=O)(=O)c2ccc(Oc3ccc([N+](=O)[O-])cc3)cc2)C1 (stereo not drawn)
 : 1483, 1724
CC(=O)c1ccc(N2CCN(C(=S)Nc3cc(C)ccc3C)CC2)cc1
 : 1528, 1891
Cc1ccc(NC(=O)/C(Cl)=C/c2ccccc2)cc1C
 : 1626, 1878
Cc1nc2ccccc2c(=O)n1NC(=O)c1ccc([N+](=O)[O-])cc1
 : 1535, 1763
CCOc1ccc(-c2c(=O)n(OCc3ccc([N+](=O)[O-])cc3)c3ccccc3[n+]2[O-])cc1
 : 1660, 1837
Cc1ccc(N2CCN(S(=O)(=O)N(C)C)CC2)cc1C
 : 1639, 2225
CC1CCC2(CC1)NC(=O)N(CC(=O)Nc1ccc3c(c1)OCCO3)C2=O (stereo not drawn)
 : 1670, 1658
O=C(CNC(=S)N(CCCN1CCOCC1)Cc1cccs1)NC1CCCCCCC1
 : 1459, 1902
Cc1nc(N)ncc1C(=O)Nc1ccccc1
 : 1909, 1977
CC(=O)c1cnc2c(-c3cccc(Br)c3)cnn2c1C
 : 1602, 1752
CN1/C(=C/C=N/NC(=O)c2ccc([N+](=O)[O-])cc2)C(C)(C)c2ccccc21
 : 1694, 1736
Cc1sc2nc(CSCC(=O)N(CCC#N)c3ccccc3)[nH]c(=O)c2c1C
 : 1586, 1926
S=C(NC1CCCC1)N1CCN(c2cccc(Cl)c2)CC1
 : 1632, 1894
COc1ccccc1CNC(=O)C1(C)Oc2cccnc2NC1=O (stereo not drawn)
 : 1524, 1795

Record cards, as listed above. Values in the order: SRC3 TRFRET art | SRC1 TRFRET art
CC(=O)c1cnc2c(-c3cccc(Br)c3)cnn2c1C is listed with 1602 | 1752
CC1CCC2(CC1)NC(=O)N(CC(=O)Nc1ccc3c(c1)OCCO3)C2=O (stereo not drawn) is listed with 1670 | 1658
Cc1nc(N)ncc1C(=O)Nc1ccccc1 is listed with 1909 | 1977

New compounds follow.
Values run as follows: SRC3 TRFRET art, SRC1 TRFRET art
Cc1ccc(COCC(CC(C)C)N2CCN(C(=O)c3cccc(C(F)(F)F)c3)CCC2=O)cc1 (stereo not drawn)
 : 1457, 1483
Cc1cc(NC(=O)CCc2ccccc2)c([N+](=O)[O-])cc1C
 : 1602, 2091
CCOC(=O)C(C)Sc1ncc(-c2ccccc2)cn1 (stereo not drawn)
 : 1662, 1859
O=C(C1=NN[C@@H]2C(=O)N(c3cccc(F)c3)C(=O)[C@H]12)C(c1ccccc1)c1ccccc1
 : 1716, 1893
Cc1cccc2cc(CN(C(=O)c3cccs3)c3ccccc3)c(=O)[nH]c12
 : 1496, 1654
O=C(NNC(=S)Nc1ccccc1C(F)(F)F)c1ccc(Br)o1
 : 1648, 1547
CC(C)CNS(=O)(=O)c1cc(C(=O)OCC(=O)c2ccc3c(c2)OCCO3)c(Cl)cc1Cl
 : 2107*, 2142
O=C1CCCC2=C1C(c1ccsc1)CC(=O)N2c1ccccc1F (stereo not drawn)
 : 1610, 1859
CN(C(=O)c1coc(=O)c2ccccc12)c1ccccc1Cl
 : 1701, 1934
Cc1cc2c(cc1C)/C(=C\C(N)=O)NC(C)(C)C2
 : 1639, 1864
CCCCOc1ccc(N=Cc2cccs2)cc1
 : 1681, 1668
Cc1[nH]c2ccccc2c1/C=N/Nc1nncn1N
 : 1704, 1975
O=C(O)COc1ccccc1/C=N/Nc1ccc(S(=O)(=O)Nc2ccc(Cl)cc2)cc1[N+](=O)[O-]
 : 1690, 1841
CC(C)Cn1c(=O)c2ccccc2n2c(SCC(=O)N3c4ccccc4CC3C)nnc12 (stereo not drawn)
 : 1436, 1626
COCN(C#N)c1nc(OC)nc(OC)n1
 : 1459, 1785
CC(C)N(c1ccccc1)c1ccc(NC(=S)NCCN(C)C)cc1
 : 1803, 1980
O=C(Nc1cccc(S(=O)(=O)N2CCCC2)c1)c1ccc2ccccc2n1
 : 1549, 1832
O=C(Nc1ccccn1)c1cccc(S(=O)(=O)N2CCOCC2)c1
 : 1401, 1664
O=C(c1cccnc1)c1cccnc1
 : 1570, 1599
CN(CCN1CCOCC1)Cc1nc(-c2cccs2)no1
 : 1552, 1718

Shown as tab-separated lines: five of the compounds above
SMILES	SRC3 TRFRET art	SRC1 TRFRET art
Cc1cc2c(cc1C)/C(=C\C(N)=O)NC(C)(C)C2	1639	1864
CCCCOc1ccc(N=Cc2cccs2)cc1	1681	1668
Cc1[nH]c2ccccc2c1/C=N/Nc1nncn1N	1704	1975
O=C(O)COc1ccccc1/C=N/Nc1ccc(S(=O)(=O)Nc2ccc(Cl)cc2)cc1[N+](=O)[O-]	1690	1841
CC(C)Cn1c(=O)c2ccccc2n2c(SCC(=O)N3c4ccccc4CC3C)nnc12 (stereo not drawn)	1436	1626

(further entries)
Values run as follows: SRC3 TRFRET art, SRC1 TRFRET art
COc1ccc([N+](=O)[O-])cc1N(CC(=O)N1CCCCC1)S(C)(=O)=O
 : 1635, 1766
CC(C)(C)C(=O)COC(=O)c1cc(-c2ccncc2)nc2ccccc12
 : 1572, 1746
Cc1cc2nc(CN(C)Cc3c(C(=O)N(C)C)nc4ccc(Cl)cn34)[nH]c2cc1C
 : 1593, 1617
COc1ccc(C(=O)N/N=C(\c2ccccc2)c2ccccn2)cc1
 : 1845, 1974
O=C(NC1CC1)C1=C[C@@H](c2csc3ccccc23)C[C@@H](OCc2ccc(CO)cc2)O1
 : 1641, 1761
CC(=O)C1=C(C)N(c2ccccc2)C(=O)C1(NS(=O)(=O)c1ccc(N)cc1)C(F)(F)F (stereo not drawn)
 : 1481, 1751
COc1ccc(N2CCN(Cc3nc4c(c(=O)n(C)c(=O)n4C)n3CCc3ccccc3)CC2)cc1
 : 1697, 1552
NS(=O)(=O)c1ccc(NC(=S)N2CCN(Cc3ccc4c(c3)OCO4)CC2)cc1
 : 1617, 1612
CC(=O)c1c(C)[nH]c(C(=O)OCc2cccc(Cl)c2)c1C
 : 1438, 1923
Cc1cc(O)c(N)c(C)c1Cl
 : 1454, 1588
CN(C)N(C)C(=O)C(O)(c1ccccc1)c1ccccc1
 : 1371, 1762
Fc1ccc(CSc2nnc(-c3ccncc3)o2)cc1
 : 1486, 1642
CCOC(=O)C1(CC2CC2)CCN(S(=O)(=O)C[C@]23CC[C@H](CC2=O)C3(C)C)CC1
 : 1498, 1826
S=c1[nH]nc(-c2ccc3ccccc3n2)n1-c1ccc2ncccc2c1
 : 1677, 1688
CN1CCCN(S(=O)(=O)c2ccc(Cl)c(Cl)c2)CC1
 : 1447, 1782
COc1ccc(-c2nc(N)n(C(=O)c3cccs3)n2)cc1
 : 1265, 1813
CCc1ccc(N(CC(=O)Nc2ccccc2C(=O)N2CCOCC2)S(C)(=O)=O)cc1
 : 1563, 1709
COc1ccc(C(=S)NCS(=O)(=O)c2ccc(C)cc2)cc1
 : 1586, 1785
CCCNC(=S)NCc1ccc(Cl)cc1
 : 1592, 1595
CC1CCCC(NC(=O)COC(=O)COc2ccccc2Cl)C1C (stereo not drawn)
 : 1395, 1614
CC(C)c1nnc(NC(=O)C2CCCO2)s1 (stereo not drawn)
 : 1630, 1683
CCN(Cc1ccccc1)c1ccc(/C=N/N=C(N)N)cc1
 : 1432, 1818
COc1ccc2c(c1)CCc1c(C(=O)NCCN3CCOCC3)noc1-2
 : 1517, 1803
O=C(CCN1CCN(Cc2ccccc2)CC1)NNC(=O)Cc1ccc(Cl)c(Cl)c1
 : 1556, 1796
COc1cc(/C=C/C(=O)OCC(=O)c2c[nH]c3ccccc23)ccc1OC(F)F
 : 1747, 1978
CC(C)OCCCNC(=S)NNC(=O)c1ccc(Cl)c(Cl)c1
 : 1313, 1567
O=C(COC(=O)COc1ccccc1)NCc1ccccc1
 : 1403, 1841
COc1ccc(/C=C(/C#N)C(=O)Nc2ccc(O)cc2)cc1C(=O)O
 : 1625, 1794
CCN1C(=S)SC(=O)C1=C1C=C(C)N(Cc2ccco2)C(C)=C1
 : 1745, 1938
CCOc1ccc(-c2csc(NC(=O)CSCC(=O)O)n2)c2ccccc12
 : 1733, 1555
COCCCNS(=O)(=O)c1ccc(SC)cc1
 : 1699, 2055
O=C(Nc1ccc2c(c1)OCCO2)C1CCCN1S(=O)(=O)c1cccc2cccnc12 (stereo not drawn)
 : 1558, 1761
S=C(NCC1CCCO1)NC1CC1 (stereo not drawn)
 : 1634, 1791
O=C(O)c1c2c(nc3ccccc13)-c1ccccc1CC2
 : 1547, 1736
COc1ccc(N=C2SC(CC(=O)Nc3ccccc3)C(=O)N2Cc2ccco2)cc1 (stereo not drawn)
 : 1905, 1993
Cc1cc(C)nc(-n2nc(C)cc2NC(=O)C(C)C)n1
 : 1592, 1709
COc1cc(OC)cc(-c2nnc(SCC(=O)Nc3cccc(C(=O)O)c3)s2)c1
 : 1587, 2010
COC(=O)c1sccc1NC(=S)Nc1cc(OC)ccc1OC
 : 1888, 2087
NS(=O)(=O)c1ccc(CCNC(=O)NC23CC4CC(CC(C4)C2)C3)cc1
 : 1659, 1930
O=C(NN1C(=O)C2C3C=CC(C3)C2C1=O)c1ccccc1 (stereo not drawn)
 : 1514, 1732
CCn1c(-c2cccn(Cc3ccccc3)c2=O)n[nH]c1=S
 : 1658, 1689
CCc1ccc(NC(=O)CC2C(=O)N(c3cccc(C)c3)C(=O)N2C2CC2)cc1 (stereo not drawn)
 : 1547, 1594
CCn1c(C)cc(C)c(C#N)c1=O
 : 1568, 1839
CSc1cccc(NC(=S)N(CCN(C)C)C(C)c2ccccn2)c1 (stereo not drawn)
 : 1808, 1572
COCCNC(=O)CSc1nnc(-c2ccc(C)cc2)c(-c2ccc(C)cc2)n1
 : 1409, 1610
O=c1nc(-c2ccccc2)n(-c2ccccc2)[nH]1
 : 1413, 1817
Cc1ccccc1-c1nc(CS(=O)(=O)CC(=O)NCCN2CCOCC2)c(C)o1
 : 1687, 1696
CC(C)OC(=O)CC1C(=O)NCCN1C(=S)NC(=O)c1ccc(F)cc1 (stereo not drawn)
 : 1981, 1729
Cc1cc2c(c(=O)o1)C1(C(=O)N(C)c3ccccc31)C(C#N)=C(N)O2 (stereo not drawn)
 : 1561, 1839
O=C(CN1CCN(S(=O)(=O)c2ccccc2)CC1)Nc1ccc(N2CCOCC2)cc1
 : 1500, 1855
COc1ccccc1NC(=S)c1ccccc1
 : 1465, 1623
O=C(NC1CCCC1)C1CCN(C(=O)NCc2ccccc2)CC1
 : 1720, 1808
COCCNCc1ccc(Cl)cc1Cl
 : 1430, 1969
Cc1nn(C)cc1C1C(C#N)=C(N)N(c2cccnc2)C2=C1C(=O)CCC2 (stereo not drawn)
 : 1462, 1758
CN(CC(=O)c1c(N)n(C)c(=O)n(C)c1=O)c1ccccc1
 : 1543, 1803
